TRPC4 inh = inhibitors of mouse TRPC4 channel, primary screen, Fluo4 calcium, HEK293 TRPC4beta/mu-opioid cells; 0.39% of 300,000 active; Short transient receptor potential channel 4 (Mus musculus), Q9QUQ5; B-score at 10 µM; DAMGO-evoked Fluo4 calcium flux; hits give low values;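 active means B-score over 3 SD under the library average, no early fluorescence shift, positive overall ratio signal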
Target sequence (Q9QUQ5 whole entry, looked up): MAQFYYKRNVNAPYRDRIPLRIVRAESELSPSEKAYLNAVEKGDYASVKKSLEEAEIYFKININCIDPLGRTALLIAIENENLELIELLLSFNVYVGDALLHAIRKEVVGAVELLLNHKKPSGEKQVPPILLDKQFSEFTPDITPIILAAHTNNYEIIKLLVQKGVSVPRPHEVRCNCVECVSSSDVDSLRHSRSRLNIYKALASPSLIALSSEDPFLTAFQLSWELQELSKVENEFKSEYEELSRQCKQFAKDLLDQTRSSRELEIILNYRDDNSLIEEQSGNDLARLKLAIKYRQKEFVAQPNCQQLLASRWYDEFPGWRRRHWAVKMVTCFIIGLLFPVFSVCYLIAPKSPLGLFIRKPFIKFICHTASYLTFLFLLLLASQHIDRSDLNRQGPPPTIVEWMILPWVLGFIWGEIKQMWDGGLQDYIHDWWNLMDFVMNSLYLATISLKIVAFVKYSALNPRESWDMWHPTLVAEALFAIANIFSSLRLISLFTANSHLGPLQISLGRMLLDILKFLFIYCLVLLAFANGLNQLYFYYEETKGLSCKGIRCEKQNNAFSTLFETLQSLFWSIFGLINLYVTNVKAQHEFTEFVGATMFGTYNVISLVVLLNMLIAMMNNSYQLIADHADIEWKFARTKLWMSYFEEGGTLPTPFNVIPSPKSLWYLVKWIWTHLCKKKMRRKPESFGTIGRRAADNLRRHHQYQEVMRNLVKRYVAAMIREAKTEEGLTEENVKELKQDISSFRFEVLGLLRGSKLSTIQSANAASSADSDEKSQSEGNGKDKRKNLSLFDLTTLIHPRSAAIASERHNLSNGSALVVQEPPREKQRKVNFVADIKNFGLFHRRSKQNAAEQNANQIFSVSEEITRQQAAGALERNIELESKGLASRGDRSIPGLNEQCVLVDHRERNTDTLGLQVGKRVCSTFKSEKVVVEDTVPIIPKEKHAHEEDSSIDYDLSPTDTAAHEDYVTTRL
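Test system – stable TRPC4beta/mu-opioid receptor HEK293 cells · Probe or stimulus – DAMGO, a submaximal dose followed by a maximal one · Dosing – one concentration per compound · Signal – Fluo4 calcium fluorescence by kinetic imaging, 5 s 1 Hz baseline · Evaluation – per-well B score of integrated baseline-normalized Fluo4 ratio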
Platelet DG rel = inhibitors of platelet dense granule secretion, primary screen, cell-based, MLPCN, human platelets; human platelet-rich plasma, SFLLRN dense granule ATP release, luminescence; AID 1663, 2009; inhibition, %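 (compounds screened at 7.5 µM in platelet-rich plasma)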; 0.22% of 300,000 active;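 active means mean replicate score, as percent of positive control, at or above 50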
hERG rescue = hERG rescue from dofetilide block, primary screen, cell-based, CHO-hERG, FluxOR thallium flux, dofetilide IC70; activation (rescue from dofetilide block), less the hit threshold, % at 10 µM; Voltage-gated inwardly rectifying potassium channel KCNH2 (Homo sapiens), Q12809; 0.51% of 310,000 active; dofetilide IC70 present;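 active means activation above the mean of controls blocked by dofetilide plus 5 SD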;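 further: thallium influx through hERG after potassium depolarization seen as dye fluorescence rise; in these data hits start at about 4.7%; inactives centre near -7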
KCNQ1 block = inhibitors of human KCNQ1 channel, primary screen, cell-based, thallium flux, high-throughput; Potassium voltage-gated channel subfamily KQT member 1 (Homo sapiens), P51787; CHO-K1 KCNQ1, FluxOR thallium flux fluorescence; hits give high values; B-score at 10 µM; 1.3% of 310,000 active; AID 2642, 2010;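 active means compounds whose thallium flux B-score, printed positive for inhibition, exceeds three library SD while starting fluorescence stays within three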;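 further: channel opened by potassium depolarization with thallium stimulus after 20 min compound exposure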
KCNQ1 act = potentiators or activators of KCNQ1 channel, primary screen, cell-based, thallium flux, high-throughput. B-score at 10 µM. CHO-K1 KCNQ1, thallium flux FluxOR fluorescence; hits give high values. Potassium voltage-gated channel subfamily KQT member 1 (Homo sapiens), P51787. 0.35% of 310,000 active. AID 2648, 2010;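 active means fluorescence ratio B-score, a plate-corrected score, at least three library SD, with initial intensity B-score within 5 SD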
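Assay system: CHO-K1 cells stably expressing KCNQ1. Medium: assay buffer for compound exposure, DMSO matched across wells. Timing: 37 °C overnight plating, 90-min dark dye load, 20-min compound pretreatment. Signal: kinetic FluxOR fluorescence, 10 s baseline plus 110 s post-stimulus.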
PolyA inhibitor = polyadenylation inhibitors in yeast reporter cells, primary screen, luminescence, S. cerevisiae | S. cerevisiae SKY197-pL101 polyadenylation reporter, beta-gal luminescence; efflux-impaired pdr1/pdr3 knockout yeast; score 100 = 6 SD above DMSO | calls only at 12 µM | 0.02% of 300,000 active | AID 1875, 2009;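 active means lowest replicate activity score at least 50, where 100 means six control SD above control mean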;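 further: yeast exposed to compound for 9 h at 30 °C; higher score means more reporter readthrough which indicates perturbed polyadenylation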
TRPC4 act = activators of mouse TRPC4 channel, primary screen, Fluo4 calcium, HEK293 TRPC4beta/mu-opioid cells. Fluo4 calcium fluorescence; hits give high values. B-score at 10 µM. 0.49% of 310,000 active. AID 2237, 2010;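 active means B-score above 5 SD of library B-scores, and initial fluorescence ratio not above library mean plus 5 SD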;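 further: positive B-score marks a calcium rise read as TRPC4 activation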
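Technique: kinetic Fluo4 calcium fluorescence; Test system: TRPC4beta and mu-opioid receptor HEK293 stable cells; Measure: B-scored integrated calcium fluorescence ratio; Benchmarks: low control buffer alone, high control maximal DAMGO; Schedule: 45 min room-temperature Fluo4 loading, 110 s read.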
KCNK3 block = human KCNK3 channel inhibitors, primary screen, CHO cells, FluxOR thallium flux, B-score | FluxOR fluorescence; hits give low values | B-score at 10 µM | 0.84% of 340,000 active | AID 602410, 2012;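 active means B-score under library mean minus 4 SD, starting fluorescence ratio at most library mean plus 5 SD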;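 further: more negative B-score means stronger inhibition of thallium flux through KCNK3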
KCNK9 block = KCNK9 potassium channel inhibitors, primary screen, HEK293 cells, thallium flux. FluxOR thallium flux fluorescence; hits give low values. B-score at 10 µM. 1.2% of 310,000 active;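 active means ratio B-score over 3 SD below the library mean, with starting fluorescence within 5 SD of its mean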;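 further: negative B-score means less thallium flux so channel inhibition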
Dyrk1A ADPGlo = rat Dyrk1A kinase inhibitors, primary screen, biochemical, single point, plate reader; Dual specificity tyrosine-phosphorylation-regulated kinase 1A (Rattus norvegicus), Q63470; ADP-Glo luminescence, NFATc1 peptide; inhibition, % at 12.5 µM; 0.43% of 310,000 active; AID 504441, 2011; in the data active means inhibition above about 50%;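 further: plate controls were vehicle with enzyme for no effect and no enzyme for full effect; many of its hits are not listed in these tables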
TRPC4 PAM = positive allosteric modulators of TRPC4, primary screen, cell-based, mouse TRPC4beta, HEK293 mu-opioid, Fluo-4 calcium | Short transient receptor potential channel 4 (Mus musculus), Q9QUQ5 | DAMGO EC20, Fluo-4 Ca2+ flux; hits give high values | B-score at 10 µM | 0.42% of 310,000 active | AID 2227, 2009;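 active means B-score of calcium response area above 5 SD of library B-scores, with initial fluorescence ratio within 5 SD of library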;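 further: B-score of integrated fluorescence ratio over time as area under calcium response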
* hit, by the source's call; i = inactive; / = not tested or not shown. Only part of the results is shown, so the mix of outcomes need not match the whole.

SMILES	TRPC4 inh	Platelet DG rel	hERG rescue	KCNQ1 block	KCNQ1 act	PolyA inhibitor	TRPC4 act	KCNK3 block	KCNK9 block	Dyrk1A ADPGlo	TRPC4 PAM
CCOC(=O)c1cnc(SCC(=O)N2CCN(c3ccccc3)CC2)nc1N	i	13	-4	i	i	i	i	i	i	3	i
CC(=O)C1=C(C)NC(SCC(=O)c2ccc(Cl)cc2)=C(C#N)C1c1ccco1 (stereo unspecified)	i	-14	-5	i	i	i	i	i	-15*	/	i
COc1ccccc1CC(=O)NC1CC(C)(C)NC(C)(C)C1	i	1	-5	i	i	i	i	i	i	-4	i
Cc1cc2ccccc2n1CCNC(=O)c1ccccc1	i	5	-12	i	i	i	i	i	-9.6*	-6	i
COc1cc(Cl)c(C)cc1NC(=O)CCNC(=O)c1ccco1	i	4	-2	i	i	i	i	i	i	4	i
Cc1ccc(C(=O)NNC(=O)Cc2ccccc2)cc1	i	4	-10	i	i	i	i	i	i	-27	i
FC(F)(F)c1cc(-c2ccccc2)nc(NCc2cccs2)n1	i	-15	-6	i	i	i	i	i	i	4	i
COc1ccc2[nH]c3c(c2c1)CCN1C(=O)N([C@@H](C)C(=O)NCCc2ccc(F)cc2)C(=O)[C@]31C	i	0	-6	i	i	i	i	i	i	10	i
CCc1ccccc1NC(=O)c1nnn(CC(=O)Nc2ccccc2C)c1N	i	1	-5	i	i	i	i	i	i	-5	i
COc1ccc(/C=C\c2onc(C)c2S(=O)(=O)N2CCC(C(=O)NCCC(C)C)CC2)cc1	i	2	-10	i	i	i	i	i	i	-1	i
Cc1nn(C(=O)CN2C(=O)c3ccccc3C2=O)c(C)c1Br	i	0	-2	i	i	i	i	i	i	4	i
CC(=O)Nc1ccc(S(=O)(=O)NC(C)CCc2ccccc2)cc1 (stereo unspecified)	i	-9	-2	i	i	i	i	i	i	/	i
N#Cc1ccsc1NC(=O)COC(=O)CCCSc1nc2ccccc2s1	i	/	-7	i	i	i	i	i	i	21	i
CC(=O)Nc1ccc(-c2csc(NC(=O)C3CSC4(C)CCC(=O)N34)n2)cc1 (stereo unspecified)	i	3	-12	i	i	i	i	i	i	2	i
C=CCOc1ccccc1CNc1ccc2c(c1)OCCO2	i	9	-19	i	i	i	i	i	i	/	i
CCCN1C(=O)COc2ccc(C(=O)c3ccccc3C(=O)O)cc21	i	1	-3	i	i	i	i	i	i	-2	i
Cc1ccc(-c2cc(C(F)F)n3ncc(C(=O)Nc4c(C)nn(Cc5c(Cl)cccc5Cl)c4C)c3n2)cc1	i	1	0	i	i	i	i	i	i	-2	i
COc1ccc(C(=O)Nc2ccccc2SCc2cc(=O)n3nc(C)sc3n2)cc1OC	i	-3	-5	i	i	i	i	i	i	-4	i
O=C(NCc1ccc(C(F)(F)F)cc1)C12CN(Cc3ccccc3)CC1C(c1cccc([N+](=O)[O-])c1)=NO2 (stereo unspecified)	i	-5	-14	i	i	i	i	i	i	0	i
COc1ccc(NC(=S)Nc2cccc(C(F)(F)F)c2)c(C)c1	i	-5	-5	8*	i	i	i	i	i	-1	i
Cc1ccc(-c2nc3ccccc3[nH]2)s1	i	59*	-8	i	i	i	i	i	i	-16	i
O=C(NC(Cc1c[nH]c2ccccc12)c1nnc2n1CCCCC2)c1ccccc1 (stereo unspecified)	i	1	-15	i	i	i	i	i	i	3	i
Cc1cc(C)cc(COn2ccnc2)c1	i	-9	-6	i	i	i	i	i	i	9	i
COC(=O)C1=C(N)OC2=C(C(=O)CC(C)(C)C2)C1c1cccs1 (stereo unspecified)	i	-6	-10	i	i	i	i	i	i	0	i
O=C(NC(=S)N1CCCc2ccccc21)c1ccc([N+](=O)[O-])cc1	i	3	3	i	i	i	i	i	i	-7	i
SMILES	TRPC4 inh	Platelet DG rel	hERG rescue	KCNQ1 block	KCNQ1 act	PolyA inhibitor	TRPC4 act	KCNK3 block	KCNK9 block	Dyrk1A ADPGlo	TRPC4 PAM
COc1ccc(S(=O)(=O)CCC(=O)N2CCN(c3ccc([N+](=O)[O-])cc3)CC2)cc1	i	-35	-6	i	i	i	i	i	i	-4	i
C/C(=N\NC(=O)c1ccccc1O)c1c(O)cc(C)oc1=O	i	-13	-7	i	i	i	i	i	i	0	i
O=C(NNc1nc2ccc(Cl)cc2s1)c1cc(-c2cccs2)nc2ccccc12	i	28	-25	i	i	i	i	i	i	7	i
Cc1cccc(NS(=O)(=O)c2ccc(Oc3ccccc3)cc2)n1	i	1	-23	i	i	i	i	i	i	-2	i
O=C(CSc1nc2ccccc2n1S(=O)(=O)c1ccccc1)N1CCCCC1	i	2	-7	i	i	i	i	i	i	-2	i
CCSc1nnc(SCC(=O)NNC(=O)c2ccccc2F)s1	i	5	-4	i	i	i	i	i	i	-6	i
CC1(C)Cc2c(sc3c2c(=N)n(Cc2ccco2)c(=O)n3Cc2ccccc2)CO1	i	12	-7	i	i	i	i	i	i	-3	i
C/C(=C\COc1cc(=O)[nH]c2ccccc12)CCC(O)C(C)(C)O (stereo unspecified)	i	-4	-9	i	i	i	i	i	i	19	i
COc1cc(CNc2nc3ccccc3n2C)cc(OC)c1OC	i	-1	-5	i	i	i	i	i	i	1	i
COc1cccc(OC)c1C(=O)N1CCN(C(=O)c2ccc(-c3ccccc3)cc2)CC1	i	-7	-5	i	i	i	i	i	i	3	i
Cc1nn(C2CCS(=O)(=O)C2)c(Cl)c1/C=C/C(=O)OCC(=O)Nc1ccccc1[N+](=O)[O-] (stereo unspecified)	i	15	-5	i	i	i	i	i	i	-3	i
Cc1cc(-c2cc(C(=O)NC3CCCC3)on2)nc(NCC2CC2)n1	i	4	-5	i	i	i	i	i	i	2	i
CC(=O)c1ccccc1NC(=O)COC(=O)CCCN1C(=O)c2cccc3cccc(c23)C1=O	i	-1	-4	i	i	i	i	i	i	-4	i
Cc1ccc(S(=O)(=O)N2CCCCC2)cc1NC(=O)COC(=O)C1=COCCO1	i	-6	-4	i	i	i	i	i	i	0	i
O=S(=O)(NC1CCCCCCC1)c1cccs1	i	1	-13	i	i	i	i	i	i	-9	i
CC(NC(=O)c1ccc(CS(C)(=O)=O)cc1)c1ccc(-c2ccccc2)cc1 (stereo unspecified)	i	-4	-9	i	i	i	i	i	i	-1	i
O=C1CN=C(Nc2ccccc2)N1Cc1cccs1	i	1	-14	i	i	i	i	i	i	-7	i
Cn1nc(C(=O)Nc2ccc(Cl)cc2)cc1C(=O)Nc1ccc(Cl)cc1	i	6	-6	i	i	i	i	i	i	-5	i
c1ccc(Cn2nnc3c(N4CCOCC4)ncnc32)cc1	i	8	-5	i	i	i	i	i	i	4	i
COC(=O)c1c(NC(C)=O)csc1C	i	1	-7	i	i	i	i	i	i	/	i
CCOC(=O)C1=NN(c2cccc(C)c2)C2(S1)SC(C(C)=O)=C(C)N2c1ccccc1 (stereo unspecified)	i	0	-1	i	i	i	i	i	i	-3	i
Cc1oc(-c2ccc(Cl)cc2)nc1CS(=O)CC(=O)NCc1ccco1 (stereo unspecified)	i	14	-8	i	i	i	i	i	i	-6	i
CCOC(=O)c1oc2cccc(O)c2c1CN(Cc1ccccc1)C(C)=O	i	1	-12	i	i	i	i	i	i	-6	i
Cc1ccccc1S(=O)c1ccccc1C(=O)O (stereo unspecified)	i	-5	-8	i	i	i	i	i	i	-17	i
Cc1ccc(C(=O)NCCOC23CC4CC(CC(C4)C2)C3)cc1	i	3	-7	i	i	i	i	i	i	1	i

Entries from the list above that have a cyano group, in the order listed:
SMILES	TRPC4 inh	Platelet DG rel	hERG rescue	KCNQ1 block	KCNQ1 act	PolyA inhibitor	TRPC4 act	KCNK3 block	KCNK9 block	Dyrk1A ADPGlo	TRPC4 PAM
CC(=O)C1=C(C)NC(SCC(=O)c2ccc(Cl)cc2)=C(C#N)C1c1ccco1 (stereo unspecified)	i	-14	-5	i	i	i	i	i	-15*	/	i
N#Cc1ccsc1NC(=O)COC(=O)CCCSc1nc2ccccc2s1	i	/	-7	i	i	i	i	i	i	21	i

Other results:
SMILES	TRPC4 inh	Platelet DG rel	hERG rescue	KCNQ1 block	KCNQ1 act	PolyA inhibitor	TRPC4 act	KCNK3 block	KCNK9 block	Dyrk1A ADPGlo	TRPC4 PAM
COc1ccc(CN2CCN(C(=O)Cn3nc(C)n4cccc4c3=O)CC2)c(OC)c1OC	i	4	-5	i	i	i	i	i	i	-5	i
CCOc1ccccc1C(=O)N[C@H](C(=O)Nc1nc2c(s1)CCCC2)C(C)C	i	1	0	i	i	i	i	i	i	2	i
O=C1c2ccccc2C(=O)N1CC1c2ccccc2CCN1C(=O)CN1CCOCC1 (stereo unspecified)	i	-5	-6	i	i	i	i	i	i	-1	i
Cc1ccccc1OCc1nnc(SCc2nc3ccccc3c(=O)[nH]2)n1C	i	-1	-3	i	i	i	i	i	i	-2	i
O=C(COc1ccc(C(=O)c2ccccc2)cc1)Nc1cccnc1	i	9	16*	i	i	i	i	i	i	-7	i
CCC(=O)Nc1cc(C(=O)OCc2ccc(C(=O)Oc3ccccc3)cc2)ccc1C	i	21	-5	i	i	i	i	i	i	0	i
Cc1cc(C)nc(SCC(=O)O)n1	i	1	2	i	i	i	i	i	i	11	i
CCC(=O)c1cn(CC(=O)Nc2cccc(C)c2C)c2ccccc12	i	-4	-7	i	i	i	i	i	i	0	i
CCCCc1ccc(NC(=S)N2CCN(C(=O)OCC)CC2)cc1	i	-2	-8	i	i	i	i	i	i	/	i
Cc1ccc(Cn2nnc3c(=O)[nH]c(C4CCN(S(=O)(=O)c5ccc(C)cc5)CC4)nc32)cc1	i	15	-8	i	i	/	i	i	i	1	i
COc1ccc(NS(=O)(=O)c2ccc(C(=O)OC(C)C(=O)N3CCOCC3)cc2)cc1 (stereo unspecified)	i	-4	-9	i	i	i	i	i	i	-8	i

Compound activity deposited in PubChem by several laboratories.
